# TRb-SRC2 inh = qHTS for Inhibitors of the Interaction of Thyroid Hormone Receptor and Steroid Receptor Coregulator 2; Potency, µM (highest dose often 106 µM), for the others: top-dose activity change, negative = inhibition, usual class: inhibitors; Thyroid hormone receptor beta (Homo sapiens), P10828; 280,000 tested, 0.065% active; TRbeta-SRC2 peptide binding, fluorescence polarization; receptor liganded with 1 µM T3;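 note: plate controls were bound peptide for no effect and peptide without receptor for full effect; nearly all actives have a fitted effect of over 50% in size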
#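 Compounds were added to 0.6 uM TRb ligand-binding domain and 20 nM Texas Red-labeled SRC2 peptide in Tris buffer containing 1 uM T3, incubated 5 hr at ambient temperature, then read by fluorescence polarization.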
# Tau fluor counter = Counterscreen qHTS for Inhibitors of Tau Fibril Formation, Fluorescence Polarization; tau K18 P301L Alexa594 fluorescence, heparin fibrillization; Potency, µM (doses to about 57.7 µM), without a hit: at the top dose activity change, negative = decrease; 280,000 tested, 0.93% active; AID 1463, 2008; note: nearly all actives have a fitted effect of over 55% in size
#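 Human tau K18 P301L (15 uM unlabeled, 0.24 uM Alexa 594-labeled) in 100 mM sodium acetate pH 7 with 20 uM heparin, 6 hr at 37 C. ThT 30 uM added, 1 hr ambient; Alexa 594 FP and total fluorescence read at 555/632 nm.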
# aGal spleen mod = qHTS Assay for Inhibitors and Activators of Human alpha-Galactosidase From Spleen Homogenate; Alpha-galactosidase A (Homo sapiens), P06280; human spleen homogenate, 4MU-alpha-Gal fluorescence, 40 min; Potency, µM (titrated, usually from 80 µM), without a hit: at the highest dose activity change, negative = inhibition, most hits filed as inhibitors; 240,000 tested, 0.008% active;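 note: 0% = enzyme with vehicle and -100% = no enzyme basal signal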
#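 Inhibition or activation of alpha-galactosidase in human spleen homogenate is scored by 4-MU fluorescence after 40 min at 37C, pH 5.0, with 1 mM substrate. AC50s come from concentration-response fitted to the Hill equation.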
# TexasRed fluor = Total Fluorescence Counterscreen for Inhibitors of the Interaction of Thyroid Hormone Receptor and Steroid Receptor Coregulator 2; 280,000 tested, 0.29% active; TRb/SRC2 Texas Red total fluorescence interference; Potency, µM (highest dose often 106 µM), without a hit: at the top dose fluorescence change, negative = quenching; active = well fitted curve in either direction with a large enough effect; inconclusive = small, poorly fitted or top-dose-only effect
#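 Flags fluorescent or light-absorbing compounds by total fluorescence, S + 2P, at 555 nm excitation and 632 nm emission. Mixture: 20 nM Texas Red SRC2 peptide, 0.6 uM human TRb LBD, 1 uM T3, 5% DMSO; compound exposure 5 h at ambient temperature.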
# L3MBTL1 inh = qHTS Assay for the Inhibitors of L3MBTL1. AlphaScreen L3MBTL1–H3K9me1 peptide binding. Lethal(3)malignant brain tumor-like protein 1 (Homo sapiens), Q9Y468. 230,000 tested, 0.66% active. Potency, µM (doses to about 57.1 µM), without a hit: at the highest dose activity, negative = inhibition, usual class: inhibitors; note: nearly all actives have a fitted effect of over 60% in size
# Target sequence (Q9Y468 whole entry, looked up): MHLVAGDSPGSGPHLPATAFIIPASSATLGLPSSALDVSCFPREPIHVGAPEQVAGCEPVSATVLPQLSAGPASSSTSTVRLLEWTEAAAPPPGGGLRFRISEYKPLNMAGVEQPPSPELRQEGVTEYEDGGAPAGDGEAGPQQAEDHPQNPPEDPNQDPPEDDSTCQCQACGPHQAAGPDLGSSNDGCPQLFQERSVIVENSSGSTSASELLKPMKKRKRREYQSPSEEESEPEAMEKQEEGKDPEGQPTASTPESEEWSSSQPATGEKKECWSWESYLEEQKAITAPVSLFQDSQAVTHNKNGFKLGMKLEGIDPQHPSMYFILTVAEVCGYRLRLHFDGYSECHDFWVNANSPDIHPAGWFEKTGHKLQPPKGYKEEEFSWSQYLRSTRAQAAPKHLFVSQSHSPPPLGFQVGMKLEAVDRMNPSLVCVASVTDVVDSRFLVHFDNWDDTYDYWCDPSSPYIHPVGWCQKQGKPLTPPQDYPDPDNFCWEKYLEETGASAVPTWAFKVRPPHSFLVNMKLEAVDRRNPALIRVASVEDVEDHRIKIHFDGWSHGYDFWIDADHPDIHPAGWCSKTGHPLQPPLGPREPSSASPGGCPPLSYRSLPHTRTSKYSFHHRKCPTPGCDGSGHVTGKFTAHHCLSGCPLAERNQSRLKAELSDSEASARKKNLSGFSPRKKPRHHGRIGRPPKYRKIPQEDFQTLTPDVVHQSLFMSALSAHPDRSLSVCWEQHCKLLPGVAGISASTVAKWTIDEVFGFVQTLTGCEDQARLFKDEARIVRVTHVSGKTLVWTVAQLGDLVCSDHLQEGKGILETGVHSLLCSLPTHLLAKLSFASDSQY
#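 Displacement of a biotinylated histone H3(1-15) peptide monomethylated at Lys9 (75 nM) from L3MBTL1 (50 nM) was measured by AlphaScreen after a 30 min room-temperature compound incubation; cefsulodin titration served as intraplate control.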
# Tau fibril ThT = qHTS for Inhibitors of Tau Fibril Formation, Thioflavin T Binding; recombinant tau K18 P301L (four-repeat tau fragment), heparin-induced fibrillization, ThT fluorescence; Potency, µM (series often up to 57.4 µM), for inactives: at the highest dose activity, negative = inhibition, actives largely listed as inhibitors; AID 1460, 2008; Microtubule-associated protein tau (Homo sapiens), P10636; 270,000 tested, 2.1% active; note: nearly all actives have a fitted effect of over 55% in size
# Target sequence (P10636 561-689 P618L limits assumed): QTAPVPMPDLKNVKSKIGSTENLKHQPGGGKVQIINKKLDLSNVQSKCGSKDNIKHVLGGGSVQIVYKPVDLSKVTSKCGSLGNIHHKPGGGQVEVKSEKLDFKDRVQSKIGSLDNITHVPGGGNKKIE
#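 Aggregation was driven by heparin (20 uM final) acting on recombinant tau […] bearing P301L in 100 mM sodium acetate pH 7; fibrils were detected with Thioflavin T.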
# Tau fibril FP = qHTS for Inhibitors of Tau Fibril Formation, Fluorescence Polarization | Microtubule-associated protein tau (Homo sapiens), P10636 | K18 P301L tau heparin fibrillization, Alexa594 FP, 6 h | Potency, µM (top dose mostly 57.7 µM), without a hit: at the highest dose activity, negative = inhibition, most hits filed as inhibitors | 280,000 tested, 0.39% active | AID 1468, 2008; note: nearly all actives have a fitted effect of over 55% in size
#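 Read-out: fluorescence polarization of Alexa 594-labeled tau (0.24 uM), 555 nm excitation, 632 nm emission. Mixtures held 15 uM unlabeled K18 P301L, compound and 20 uM heparin, pH 7 acetate buffer, incubated 6 hr at 37 C.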
# ALDH1A1 block = qHTS Assay for Inhibitors of Aldehyde Dehydrogenase 1 (ALDH1A1); Aldehyde dehydrogenase 1A1 (Homo sapiens), P00352; Purified ALDH1A1, NADH fluorescence, propionaldehyde substrate; Potency, µM (doses to about 75.3 µM), inactives show at the top dose activity, negative = inhibition, most hits filed as inhibitors; 220,000 tested, 7.3% active; AID 1030, 2008; active = well fitted inhibition curve with a large enough effect, not every such curve was filed as active; inconclusive = small, poorly fitted or top-dose-only effect, or another doubt; inactive = no such curve, though single readings can be large or run the other way;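 note: plate controls were no enzyme wells and a reference inhibitor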
# * hit, by the source's call; ? = inconclusive; . = no result given; & = joins results of further samples; [ ] = another dose, or the depositor's remark. Unless noted, calls come from the whole dose curve; as a rule, active = well fitted curve in the direction sought with a large enough effect; inconclusive = small, poorly fitted or top-dose-only effect, or another doubt; inactive = no such curve, though single readings can be large; an effect the other way counts as inactive or inconclusive. Unless noted, % is set by controls: 0 for no effect and ±100 for the full control effect; potency is the fitted concentration of half-maximal effect. Not a hit list (roughly 8.5% active in at least one column).
SMILES,TRb-SRC2 inh,Tau fluor counter,aGal spleen mod,TexasRed fluor,L3MBTL1 inh,Tau fibril ThT,Tau fibril FP,ALDH1A1 block
Brc1ccc(N/N=C(/N=Nc2nn[nH]n2)c2ccccc2)cc1,11.8%,8.91µM*[quencher],-2.7%,-8.0%,?,4.47µM*,?,14.1µM*
CSc1nnc2c(n1)OC(c1cccn1C)N(C(C)=O)c1ccccc1-2 (stereo unspecified),0.8%,-19.8%,-5.3%,-4.4%,10.1%,-16.5%,2.6%,2.1%
N/C(Cc1ccc([N+](=O)[O-])cc1)=N\OC(=O)COc1ccc2ccccc2c1,-4.2%,-7.7%,3.9%,-7.2%,-4.6%,-5.2%,-5.2%,?
N#C/C(=C1/CCCCCN1)c1nc2ccccc2s1,3.4%,-27.5%,7.6%,1.0%,-1.2%,-3.5%,-12.4%,-13.6%
O=C(NNc1nc2c(F)cc(F)cc2s1)C1=COCCO1,-5.0%,2.7%,5.8%,-1.3%,1.5%,3.2%,1.3%,13.5%
O=C(CCc1ccccc1)Nc1nnc(-c2cccs2)o1,-9.7%,-12.5%,-2.1%,0.5%,.,-11.3%,-3.8%,?
O=C1C2C(C(=O)N1c1ccncc1)C1C=CC2C12CC2 (stereo unspecified),-7.8%,2.8%,-2.5%,-1.0%,2.6%,-4.6%,-7.4%,?
O=C(CN(C(=O)CNC(=O)c1ccco1)c1ccc2c(c1)OCO2)NC1CCCCC1,7.9%,-14.6%,3.5%,0.8%,-0.3%,-11.0%,-5.4%,?
COc1ccc(NC(=O)c2cccnc2N2CCCCC2)cc1,-0.1%,-9.7%,-4.5%,-0.6%,?,-6.3%,-6.2%,-14.8%
Cc1cc(C)cc(NC(=O)N2CCC(C(N)=O)(N3CCCCC3)CC2)c1,-4.2%,-2.0%,.,-1.5%,.,2.1%,-4.6%,.
CCCCN(C(=O)c1ccc2c(c1)OCO2)c1ccccc1,-2.5%,-13.0%,1.3%,-5.3%,3.7%,?,-12.2%,14.1µM*
c1ccc(C2=NC(c3ccccc3)N=C(c3ccccc3)N2)cc1,-0.9%,-1.2%,-7.6%,-0.1%,3.1%,2.2%,-0.9%,-0.6%
CCOc1cc(S(=O)(=O)N2CCCC2)ccc1Cl,4.7%,-10.2%,-17.7%,-0.7%,.,-6.0%,-1.3%,6.4%
O=C(CN1CC[n+]2c(-c3cccs3)csc21)c1ccc(-c2ccccc2)cc1,-8.1%,22.2%,-20.0%,1.3%,?,27.0%,5.1%,8.1%
Cc1ccc(C(=O)c2ccccc2C(=O)OCC(=O)Nc2ccc(SC(F)F)cc2)cc1,-13.3%,-4.7%,5.4%,-4.6%,26.6%,-0.6%,-0.7%,?
Cn1c(=O)c([N+](=O)[O-])c(N2CCSCC2)c2ccccc21,-3.3%,1.4%,-2.6%,-5.6%,0.3%,-6.6%,-0.2%,.
CCC(C(=O)NC1CCCC1)N(C(=O)Cn1nnc(-c2ccc(OC)c(OC)c2)n1)C1CCCCC1 (stereo unspecified),-3.7%,-15.9%,-8.3%,-1.7%,-4.7%,-9.1%,-3.3%,3.2%
CCOc1ccc(NC(=O)C2CCN(C(=O)NC3CCCCC3)CC2)cc1,-3.8%,-9.2%,2.5%,-3.1%,2.8%,-6.6%,-8.6%,5.6%
COc1ccc(C2/C=C\CN(S(=O)(=O)c3ccc4ccccc4c3)CC(=O)N2Cc2ccc(F)cc2)cc1 (stereo unspecified),6.1%&4.4%,-16.9%,-4.2%&9.0%,-3.1%&-3.5%,.,-11.0%,-14.2%,.
O=C(/C=C/c1ccc(Br)o1)OCc1ccccc1,-1.1%,-12.5%,-4.7%,-0.2%,.,-16.8%,12.9%,?
COc1nc(-c2ccccc2)ccc1-c1noc(-c2ccccc2F)n1,-12.7%,-15.9%,?,0.8%,13.2%,-5.6%,-17.1%,?
COC(=O)[C@@]1(Cc2ccc(OC)cc2)[C@H]2c3cc(C(=O)N(C)C)n(Cc4ccc(Cl)c(C(F)(F)F)c4)c3C[C@H]2CN1C(=O)c1ccccc1,3.9%,-11.5%,4.1%,-4.8%,.,-10.4%,-3.1%,-8.7%
CC(OC(=O)CNC(=O)c1ccccc1F)C(=O)Nc1nc(-c2ccccc2)cs1 (stereo unspecified),-0.2%,3.5%,0.8%,0.0%,?,12.4%,-5.0%,-1.0%
CCOC(=O)C(C)Sc1nc2c(cnn2-c2ccc(C)cc2)c(=O)[nH]1 (stereo unspecified),-1.3%,-4.3%,-19.6%,1.3%,-10.5%,-5.7%,6.8%,6.3%
O=C(CSc1nnc(CNC(=O)c2cccs2)o1)NCC1CCCO1 (stereo unspecified),4.2%,-7.4%,-4.1%,1.3%,.,-3.3%,-6.6%,-1.5%
Cc1oc(C(C)(C)C)cc1C(=O)NCc1ccc2c(c1)OCO2,-5.0%,-19.3%,-5.0%,2.6%,1.7%,-5.0%,-2.9%,-5.1%
O=C(C1=C[C@H](c2ccccc2)C[C@H](OCCCCO)O1)N1CCN(Cc2ccc3c(c2)OCO3)CC1,1.9%,5.9%,-2.9%,-2.0%,5.2%,-4.1%,9.3%,-5.4%
CC(OC1=CC(=O)CCC1)C(=O)c1ccccc1 (stereo unspecified),2.2%,-7.7%,1.3%,2.1%,3.1%,?,-2.9%,6.7%
Cc1c(C(=S)Nc2ccccc2)cnn1-c1ccc([N+](=O)[O-])cc1,1.2%,?,-12.0%,-3.1%,-10.2%,?,7.9%,6.3%
COCC(=O)Nc1cc(Cl)c(OC)cc1OC,-6.3%[53 µM],4.4%,5.6%,-1.5%[53 µM],-1.1%,-0.6%,-4.0%,?

# Some of the entries so far, as tab-separated lines.
smiles	TRb-SRC2 inh	Tau fluor counter	aGal spleen mod	TexasRed fluor	L3MBTL1 inh	Tau fibril ThT	Tau fibril FP	ALDH1A1 block
CCC(C(=O)NC1CCCC1)N(C(=O)Cn1nnc(-c2ccc(OC)c(OC)c2)n1)C1CCCCC1 (stereo unspecified)	-3.7%	-15.9%	-8.3%	-1.7%	-4.7%	-9.1%	-3.3%	3.2%
O=C(/C=C/c1ccc(Br)o1)OCc1ccccc1	-1.1%	-12.5%	-4.7%	-0.2%	.	-16.8%	12.9%	?
COC(=O)[C@@]1(Cc2ccc(OC)cc2)[C@H]2c3cc(C(=O)N(C)C)n(Cc4ccc(Cl)c(C(F)(F)F)c4)c3C[C@H]2CN1C(=O)c1ccccc1	3.9%	-11.5%	4.1%	-4.8%	.	-10.4%	-3.1%	-8.7%
COc1ccc(C2/C=C\CN(S(=O)(=O)c3ccc4ccccc4c3)CC(=O)N2Cc2ccc(F)cc2)cc1 (stereo unspecified)	6.1%&4.4%	-16.9%	-4.2%&9.0%	-3.1%&-3.5%	.	-11.0%	-14.2%	.
CC(OC(=O)CNC(=O)c1ccccc1F)C(=O)Nc1nc(-c2ccccc2)cs1 (stereo unspecified)	-0.2%	3.5%	0.8%	0.0%	?	12.4%	-5.0%	-1.0%
O=C(C1=C[C@H](c2ccccc2)C[C@H](OCCCCO)O1)N1CCN(Cc2ccc3c(c2)OCO3)CC1	1.9%	5.9%	-2.9%	-2.0%	5.2%	-4.1%	9.3%	-5.4%

# Next results
SMILES,TRb-SRC2 inh,Tau fluor counter,aGal spleen mod,TexasRed fluor,L3MBTL1 inh,Tau fibril ThT,Tau fibril FP,ALDH1A1 block
CCOC(=O)Nc1ccc2c(c1)N(C(=O)N(C)C)c1ccccc1CC2,10.5%,-0.7%,-4.3%,1.9%,.,7.3%,4.6%,6.6%
Cc1ccc(Cn2c(Sc3nnc(C)s3)nc3c2c(=O)[nH]c(=O)n3C)cc1,-13.9%,4.6%,3.6%,1.7%,.,-4.5%,7.1%,-17.5%
COc1ccc2nc(NC(=O)c3cccs3)sc2c1,-3.1%,-19.1%,-3.2%,-4.9%,9.6%,-3.8%,-8.6%,.
CCOc1ccc2oc(=O)cc(CN3CCN(c4ccccc4OC)CC3)c2c1,2.7%,-18.9%,.,-1.2%,.,-14.2%,-8.0%,.
O=[N+]([O-])c1ccccc1/C=C/C=N/Nc1ccc(S(=O)(=O)Nc2ccc(Cl)cc2)cc1[N+](=O)[O-],-9.2%,?,3.7%,2.3%,?,?,7.0%,-13.9%
Fc1ccc(Nc2c3c(nc4ccccc24)CCC3)cc1,7.3%&-0.9%,4.9%&-20.6%,1.7%,0.0%&-1.8%,0.0%,5.5%&-12.4%,-4.2%&-0.7%,14.3%
CC(=O)c1cccc(CN2CCCC(C(=O)c3ccc4c(c3)OCO4)C2)c1 (stereo unspecified),1.4%,-15.5%,-1.6%,-5.2%,-8.3%,-9.5%,-11.4%,28.2µM*
Cc1ccc(NC(=O)Cn2c(=O)n(CCCCC(=O)NCCc3ccccc3)c(=O)c3ccccc32)cc1,7.8%,-12.5%,.,-6.0%,.,10.5%,?,.
COc1cccc(NC(=O)CSc2c3c(nc4ccccc24)CCCC3)c1,-6.0%&2.4%,-15.0%&-2.8%,1.2%,-0.9%&0.2%,-3.4%,?,6.7%&-2.3%,-4.9%
Cc1ccc(OCC(=O)Nc2ccc3c(c2)nc(CCNC(=O)c2ccco2)n3C)cc1,-3.7%,-3.1%,.,7.3%,.,-13.2%,-1.5%,.
CN1C(=O)/C(=C/c2ccccc2OCc2ccccc2F)NC1=S,-4.4%,-18.2%,-4.4%,2.0%,1.0%,1.2%,-13.0%,-2.0%
CCOC(=O)N1CCN(C(=O)C2CCCCC2)CC1,3.3%,-3.6%,3.1%,-2.0%,.,-3.8%,-2.1%,?
Brc1ccc(C2=CC(c3ccco3)n3ncnc3N2)cc1 (stereo unspecified),5.5%,-12.6%,10.0%,-3.7%,.,-8.6%,-0.7%,?

# Compound activity as filed in PubChem BioAssay.
